# Bioassay records deposited in PubChem by The Scripps Research Institute Molecular Screening Center.
# ZTA counter = ZTA (EBV) inhibition in EBNA-1 counter-screen; inhibition, % at 11 µM; ZTA-DNA binding, fluorescence polarization; actives 0.15% (n = 320,000); P03206; in the data active means inhibition above about 33%
# EBNA-1 inhibitor = blocks EBNA-1 binding to DNA. EBNA-1 DNA binding, fluorescence polarization. inhibition, % at 14.8 µM. actives 0.34% (n = 300,000). AID 1950; in the data active means inhibition above about 28%
# PAFAH1B3 FP inh = PAFAH1B3 (human) inhibition; Q15102; recombinant PAFAH1B3, FP-rhodamine probe, fluorescence polarization; inhibition, % at 3.39 µM; actives 0.28% (n = 340,000); AID 492972;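 active means inhibition above the screen-wide average of all tested compounds plus 3 SD, cut at about 25% in these data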;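 further: 0% = enzyme with DMSO only and 100% = wells lacking PAFAH1B3 protein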
# LYPLA2 inh = LYPLA2 (human) inhibition in PME1 counter-screen | AID 2177 | actives 0.38% (n = 320,000) | inhibition, % at 5.9 µM | recombinant LYPLA2, FP-Rh probe fluorescence polarization;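 active means inhibition above the screen-wide mean plus 3 SD, limit set per campaign, cut at about 26% in these data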;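 further: 0% = LYPLA2 with DMSO and 100% = wells lacking LYPLA2 enzyme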
# GSTO1 counter = blocks human GSTO1 in RBBP9 counter-screen; recombinant GSTO1, activity-based probe fluorescence polarization; inhibition, % at 5.96 µM; actives 1.1% (n = 300,000); AID 1974;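 active means inhibition above the campaign mean inhibition plus 3 SD, cut at about 35% in these data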;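 further: 0% = GSTO1-1 with DMSO and 100% = wells lacking GSTO1-1 enzyme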
# Target sequence (P78417 whole entry, looked up): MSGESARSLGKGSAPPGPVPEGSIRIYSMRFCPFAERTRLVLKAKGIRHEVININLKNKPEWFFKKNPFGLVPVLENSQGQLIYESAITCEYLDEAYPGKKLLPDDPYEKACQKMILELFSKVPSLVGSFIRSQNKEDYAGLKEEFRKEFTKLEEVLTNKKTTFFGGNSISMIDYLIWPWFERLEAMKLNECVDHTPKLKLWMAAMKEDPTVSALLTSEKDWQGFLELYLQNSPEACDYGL
# PAFAH2 FP inh = PAFAH2 (human) inhibition | inhibition, % at 3.39 µM | recombinant PAFAH2, FP-rhodamine activity probe, fluorescence polarization | AID 492956 | actives 0.99% (n = 340,000) | Q99487;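 active means inhibition above the mean over all tested compounds plus 3 SD, cut at about 30% in these data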;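 further: inhibitors block probe labeling of enzyme so polarization drops; 0% = enzyme with DMSO and 100% = wells lacking PAFAH2 protein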
# PAD4 inh = PAD4 (human) enzyme inhibition | inhibition, % at 6.36 µM | recombinant PAD4, RCA probe fluorescence polarization | actives 0.41% (n = 330,000) | Q9UM07;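 active means percent inhibition above a cutoff equal to the mean of all tested compounds plus 3 SD, cut at about 15% in these data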;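 further: 0% = PAD4 with RCA probe and DMSO and 100% = probe without PAD4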
# Target sequence (Q9UM07 whole entry, looked up): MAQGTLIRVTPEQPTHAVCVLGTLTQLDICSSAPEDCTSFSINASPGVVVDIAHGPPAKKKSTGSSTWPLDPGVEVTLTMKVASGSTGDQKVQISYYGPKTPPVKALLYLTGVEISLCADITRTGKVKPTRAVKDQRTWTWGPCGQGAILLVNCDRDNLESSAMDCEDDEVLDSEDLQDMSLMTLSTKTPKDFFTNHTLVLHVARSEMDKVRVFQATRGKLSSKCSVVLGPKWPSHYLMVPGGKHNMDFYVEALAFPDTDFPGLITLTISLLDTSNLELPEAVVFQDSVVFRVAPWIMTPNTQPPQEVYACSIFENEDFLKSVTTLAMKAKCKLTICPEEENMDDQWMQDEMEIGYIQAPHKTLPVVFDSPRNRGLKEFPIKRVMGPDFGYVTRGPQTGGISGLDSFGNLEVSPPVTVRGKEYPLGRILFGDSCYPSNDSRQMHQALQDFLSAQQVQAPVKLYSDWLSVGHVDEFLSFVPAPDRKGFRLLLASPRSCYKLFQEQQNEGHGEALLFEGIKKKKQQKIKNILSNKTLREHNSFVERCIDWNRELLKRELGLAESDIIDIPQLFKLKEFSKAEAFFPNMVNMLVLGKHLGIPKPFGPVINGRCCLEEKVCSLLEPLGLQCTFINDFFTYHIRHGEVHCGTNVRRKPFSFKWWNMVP
# LYPLA1 counter = counter-screen for PME1 inhibitors: inhibitors of human LYPLA1; O75608; recombinant LYPLA1, FP-Rh probe fluorescence polarization; inhibition, % at 5.9 µM; actives 0.16% (n = 320,000);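 active means inhibition above the mean of all tested compounds plus 3 SD, set per campaign, cut at about 14% in these data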;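 further: inhibitors block serine hydrolase probe labeling of LYPLA1 so polarization falls; 0% = enzyme with DMSO and 100% = wells lacking LYPLA1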
# PREPL inh = inhibitors of human prolyl oligopeptidase-like enzyme PREPL; Q4J6C6; recombinant PREPL, fluorescence polarization activity-based probe; inhibition, % at 5.96 µM; actives 0.68% (n = 320,000); AID 2751; in the data active means inhibition above about 43%;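 further: 0% = enzyme with DMSO and 100% = wells lacking enzyme; many of its hits are not listed in these tables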
# Numbers without * were called inactive; x = not tested or not shown. Only part of the results is shown; rates above refer to the full screens.
SMILES,ZTA counter,EBNA-1 inhibitor,PAFAH1B3 FP inh,LYPLA2 inh,GSTO1 counter,PAFAH2 FP inh,PAD4 inh,LYPLA1 counter,PREPL inh
O=C(NCCN1C(=O)CCC1=O)c1ccncc1,-10.3,-0.9,7.4,7.0,0.9,-12.9,7.5,2.9,0.7
Cc1ccccc1C(=O)NC(NCc1ccco1)C(Cl)(Cl)Cl (stereo not drawn),0.0,8.4,10.2,8.8,1.2,3.8,-1.2,-1.6,6.3
O=C(N/N=C/c1ccco1)c1ccc(C(=O)N/N=C/c2ccco2)o1,-10.2,5.2,23.7,13.0,0.1,-27.3,-4.3,-5.7,15.1
C/C(=C/C(=O)Nc1cccc(F)c1)N1CCCC1,1.9,-9.0,9.0,2.5,-8.1,3.0,-4.2,-2.4,12.3
NC(=O)C1CC(=O)N(c2ccc(OCC(=O)NCc3ccccc3)cc2)C1 (stereo not drawn),11.9,11.4,-0.3,5.2,-4.2,-2.8,5.8,3.4,1.0
COC(=O)/C=c1\sc2n(c1=O)C(C)=CC(C)(C)N=2,-18.2,-4.2,7.6,0.0,-4.3,6.4,-3.5,-1.2,2.0
CCn1c(SCC(=O)Nc2nccc(C)n2)nc2ccccc21,-13.8,-11.2,13.8,3.0,6.2,0.5,-3.5,0.3,1.1
C=C(C)Cn1c(SCC(=O)O)nnc1-c1ccc(OC)cc1,2.4,2.3,14.2,5.4,-1.0,-3.2,-1.3,-3.4,8.3
CCOC(=O)N1CCN(C(=O)c2cn(C)c3ccc(S(=O)(=O)N(CC)CC)cc3c2=O)CC1,-18.4,-4.2,-3.5,2.6,0.3,-1.2,-1.2,-3.2,-1.8
CCC(N=c1cc(-c2ccc(OC)c(OC)c2)oc2ccc(C)cc12)C(=O)O (stereo not drawn),1.2,-10.7,5.0,-1.8,-11.2,-2.9,-4.4,-3.0,1.9
OC[C@@H](O)[C@@H](O)[C@H](O)[C@H](O)CO,0.1,11.4,14.4,0.5,8.6,-0.5,0.1,1.2,-9.5
COc1ccnc(N2CCN(c3ccccc3)CC2)c1C#N,0.4,-6.1,2.4,0.9,4.9,3.7,1.4,2.1,16.9
CCc1noc(C)c1C(=O)Nc1cc(C(F)(F)F)ccc1-n1cncn1,0.2,9.1,3.7,4.1,-10.6,3.1,3.7,0.4,6.0
O=C(NC1CCCCC1)C(c1ccc2ncccc2c1)N(Cc1cccs1)C(=O)c1cccs1 (stereo not drawn),3.5,-2.6,3.2,-0.3,-2.1,1.6,-6.2,-2.9,-5.6
N#Cc1cccc(C(=O)Nc2cccc(S(=O)(=O)N3CCCC3)c2)c1,4.4,1.4,12.9,-1.7,4.9,4.6,-1.9,0.3,-8.9
O=C(CCNS(=O)(=O)c1cccs1)N1CCN(c2cccc(C(F)(F)F)c2)CC1,17.8,x,2.5,36.8*,x,5.2,-1.2,5.0,2.3
CS(=O)(=O)N(CC(=O)Nc1cccc(Cl)c1)c1ccccc1Cl,12.8,9.3,2.1,-4.7,5.2,5.0,0.1,-1.8,-41.5
O=C(O)C1CCN(C(=O)CSc2nnc(-c3ccccc3)o2)CC1,x,x,3.0,x,x,2.5,-4.0,x,0.2
O=C1C2C3C=CC(C2C(=O)N1c1ccc(O)cc1)C1C2C(=O)N(c4ccc(O)cc4)C(=O)C2C31 (stereo not drawn),-13.2,6.6,7.3,7.7,42.0*,9.5,8.4,2.8,28.5
CCOC(=O)c1cc2sccc2n1CC(=O)N1CCN(C(=O)c2ccco2)CC1,0.8,0.3,-4.2,-1.8,-9.9,5.0,2.1,-1.0,-0.1
Cc1ccc(COC(=O)c2cccc(S(=O)(=O)N3CCCCCC3)c2)cc1,17.4,x,-0.2,-3.9,x,-6.0,2.4,-0.5,6.4
COc1ccc(OC)c(S(=O)(=O)N2CCCC(C(=O)NCCN3CCOCC3)C2)c1 (stereo not drawn),22.1,1.6,-2.3,-4.1,1.2,13.2,-0.3,-2.1,5.9
COc1ccnc(Oc2ccccc2)c1C(=O)N/C=N/OCc1ccccc1F,4.8,-1.8,7.6,15.1,0.6,4.1,5.0,0.8,-8.0
O=C(N/N=C/c1ccncc1)c1ccccc1,5.0,0.9,-0.9,4.2,-1.6,-1.1,0.8,-0.6,9.3
CN(Cc1c(F)cccc1Cl)C(=O)c1ccc(COc2ccccc2)cc1,-15.2,-5.5,5.8,2.5,-1.4,-7.4,-2.0,0.7,2.7
CCCOc1ccc(CCC(=O)N/N=C/c2ccc([N+](=O)[O-])o2)cc1,-5.3,-9.4,4.6,3.0,17.0,-2.2,-11.0,-2.1,3.3
NS(=O)(=O)c1cccc(NC(=O)Nc2ccccc2)c1,-26.5,-0.5,0.5,2.9,3.7,-10.4,1.1,1.3,17.2
COc1ccc(Cc2n[nH]c(=S)o2)cc1,5.4,10.0,4.9,4.7,1.5,1.5,0.4,0.0,-11.6
CCOC(=O)Cc1nnc(NC(=O)C2CCCCC2)s1,-0.7,-18.4,6.5,1.1,1.2,17.9,-0.4,-0.8,2.4
Cc1ccc(C)c(N2CCN(C(=O)CCS(=O)(=O)c3ccc4c(c3)NC(=O)C(C)S4)CC2)c1 (stereo not drawn),-8.9,-3.8,-5.6,2.4,2.9,-2.2,3.0,1.6,16.7

# In another format: results already given
Structure | ZTA counter | EBNA-1 inhibitor | PAFAH1B3 FP inh | LYPLA2 inh | GSTO1 counter | PAFAH2 FP inh | PAD4 inh | LYPLA1 counter | PREPL inh
O=C1C2C3C=CC(C2C(=O)N1c1ccc(O)cc1)C1C2C(=O)N(c4ccc(O)cc4)C(=O)C2C31 (stereo not drawn) | -13.2 | 6.6 | 7.3 | 7.7 | 42.0* | 9.5 | 8.4 | 2.8 | 28.5
CCOC(=O)c1cc2sccc2n1CC(=O)N1CCN(C(=O)c2ccco2)CC1 | 0.8 | 0.3 | -4.2 | -1.8 | -9.9 | 5.0 | 2.1 | -1.0 | -0.1
Cc1ccc(COC(=O)c2cccc(S(=O)(=O)N3CCCCCC3)c2)cc1 | 17.4 | x | -0.2 | -3.9 | x | -6.0 | 2.4 | -0.5 | 6.4
COc1ccc(OC)c(S(=O)(=O)N2CCCC(C(=O)NCCN3CCOCC3)C2)c1 (stereo not drawn) | 22.1 | 1.6 | -2.3 | -4.1 | 1.2 | 13.2 | -0.3 | -2.1 | 5.9
COc1ccnc(Oc2ccccc2)c1C(=O)N/C=N/OCc1ccccc1F | 4.8 | -1.8 | 7.6 | 15.1 | 0.6 | 4.1 | 5.0 | 0.8 | -8.0
O=C(N/N=C/c1ccncc1)c1ccccc1 | 5.0 | 0.9 | -0.9 | 4.2 | -1.6 | -1.1 | 0.8 | -0.6 | 9.3
CN(Cc1c(F)cccc1Cl)C(=O)c1ccc(COc2ccccc2)cc1 | -15.2 | -5.5 | 5.8 | 2.5 | -1.4 | -7.4 | -2.0 | 0.7 | 2.7
CCCOc1ccc(CCC(=O)N/N=C/c2ccc([N+](=O)[O-])o2)cc1 | -5.3 | -9.4 | 4.6 | 3.0 | 17.0 | -2.2 | -11.0 | -2.1 | 3.3
NS(=O)(=O)c1cccc(NC(=O)Nc2ccccc2)c1 | -26.5 | -0.5 | 0.5 | 2.9 | 3.7 | -10.4 | 1.1 | 1.3 | 17.2
COc1ccc(Cc2n[nH]c(=S)o2)cc1 | 5.4 | 10.0 | 4.9 | 4.7 | 1.5 | 1.5 | 0.4 | 0.0 | -11.6
CCOC(=O)Cc1nnc(NC(=O)C2CCCCC2)s1 | -0.7 | -18.4 | 6.5 | 1.1 | 1.2 | 17.9 | -0.4 | -0.8 | 2.4
Cc1ccc(C)c(N2CCN(C(=O)CCS(=O)(=O)c3ccc4c(c3)NC(=O)C(C)S4)CC2)c1 (stereo not drawn) | -8.9 | -3.8 | -5.6 | 2.4 | 2.9 | -2.2 | 3.0 | 1.6 | 16.7

# Following part:
SMILES,ZTA counter,EBNA-1 inhibitor,PAFAH1B3 FP inh,LYPLA2 inh,GSTO1 counter,PAFAH2 FP inh,PAD4 inh,LYPLA1 counter,PREPL inh
Cc1ccc(OCCC(=O)Nc2ccccc2C(=O)N2CCCCC2)cc1,5.0,13.6,0.9,4.2,5.2,-0.9,-2.5,3.2,7.6
C=CCc1ccc(OCCOc2cccc(/C=N/n3cnnc3)c2)c(OC)c1,-17.1,-0.5,-7.2,4.8,-2.5,1.3,-0.7,9.6,-19.8
COc1cccc(CN2C(=O)c3cccc(N)c3C2=O)c1,-15.0,-5.2,0.5,3.4,0.4,14.0,3.2,0.0,4.3
O=C(CSc1nc2scc(-c3ccccc3)c2c(=O)[nH]1)N1CCOCC1,1.4,11.9,1.7,-0.2,-9.2,-1.0,0.5,-3.2,2.4
NC(=O)c1ccsc1NC(=O)COC(=O)Cc1cccc2ccccc12,-3.6,-5.0,3.9,-13.0,-4.9,4.1,-9.1,-0.5,-28.7
CCc1n[nH]c(=S)n1/N=C/c1ccc(N(CC)CC)cc1,-2.0,3.4,7.8,-3.0,-5.1,-1.8,0.0,-1.6,5.4
NNC(=O)CCS(=O)(=O)c1ccc2ccccc2c1,10.6,-3.5,2.9,-4.1,10.5,1.0,7.4,-2.2,-28.9
CCN(CC)C(=O)c1c2c(nc3ccccc13)-c1ccccc1CC2,-8.8,-0.6,-5.2,8.7,-1.0,-0.6,-3.3,-0.2,14.5
CCSc1nc2ccccc2n1CC(=O)N1CCOCC1,7.7,4.6,2.0,1.5,-3.1,-5.5,-6.1,1.5,0.6
O=C(N/N=C/c1c(Cl)cccc1Cl)c1n[nH]c2c1CCCC2,2.8,-16.1,3.4,6.7,-4.9,4.9,-2.3,2.2,11.4
Cc1csc(SCc2nnc(-c3ccc(Cl)cc3)o2)n1,8.5,4.0,8.1,6.3,-5.8,7.1,-3.5,-1.7,-3.5
CC(C)c1ccccc1NC(=O)COC(=O)c1ccc(Cl)c(S(=O)(=O)N2CCCCCC2)c1,-2.5,-3.3,-5.0,-1.4,-7.8,10.3,8.4,-1.5,-7.7
COc1ccc(C(=O)Nc2ccc(C3(C#N)CCCC3)cc2)cc1OC,-8.3,-0.5,2.8,-5.5,-4.5,-3.1,0.1,-7.5,-7.8
CCC(=O)Nc1nonc1-c1nc2ccccc2n1CC(C)C,10.5,5.8,4.1,10.8,-2.3,4.5,-1.6,6.7,12.1
O=C(O)c1c(NC(=O)N2CCCC2)sc2c1CCCC2,6.1,3.4,5.8,13.8,-1.4,7.0,-0.5,4.7,-1.0
c1ccn2c(SCc3cn4ccsc4n3)nnc2c1,-3.0,-22.2,6.6,6.9,4.1,1.0,-4.9,2.8,10.8
CCC(C)NCCOCCOc1ccc(F)cc1 (stereo not drawn),6.3,-9.5,0.3,0.9,2.4,-16.8,-9.7,2.7,10.0
CCOC(=O)c1c(-c2ccc(C)cc2)csc1NC(=O)c1cc2ccccc2oc1=O,-4.7,3.7,-4.3,-4.8,6.5,18.9,2.7,0.1,6.0
Cc1nc2ccc(NC(=O)c3ccco3)cc2nc1C,-1.5,-20.7,0.2,2.6,-2.3,0.0,1.8,3.0,11.3
O=C(O)CSc1ccc2nnc(-c3cccnc3)n2n1,-0.1,4.5,3.7,6.8,6.9,1.3,-1.0,2.3,9.1
CCc1ccc(CN2CCCC(CNC(=O)c3cc(OC)cc(OC)c3)C2)cc1 (stereo not drawn),-12.4,-3.4,2.4,-1.6,5.4,7.1,2.6,1.1,12.2
COc1ccccc1CNC(=O)COC(=O)c1ccc(C)c(S(=O)(=O)N2CCOCC2)c1,-11.5,-1.6,5.9,3.8,0.9,28.8,3.0,1.7,5.0
COc1ccccc1CC(=O)Nc1ncc(C)s1,-7.6,-0.6,0.1,2.4,-2.6,-7.4,-4.4,0.7,5.9
